mIAP block: blocks mouse intestinal alkaline phosphatase | purified mouse IAP, CDP-Star luminescence, 30 min | inhibition, % at 10 µM | 330,000 tested, 0.2% active;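 active = inhibition of at least 40% at 10 µM in the primary screen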;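 also: plate controls were DMSO with enzyme for no effect and no enzyme wells for full effect; values of inactives mirror those of a sister screen read the other way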
A3G deaminase: inhibitors of human APOBEC3G DNA deaminase; Q9HC16; recombinant A3G, ssDNA deamination FAM/TAMRA fluorescence; inhibition, % at 20 µM; 330,000 tested, 0.28% active; AID 493012;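 active = inhibition of at least 40% at 20 µM, with no more than 30% in the related APOBEC3A deaminase screen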;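 also: plate controls were DMSO wells with A3G for no effect and wells lacking A3G enzyme for full effect; some compounds called inactive have numbers as strong as hits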
Target sequence (Q9HC16 whole entry, looked up): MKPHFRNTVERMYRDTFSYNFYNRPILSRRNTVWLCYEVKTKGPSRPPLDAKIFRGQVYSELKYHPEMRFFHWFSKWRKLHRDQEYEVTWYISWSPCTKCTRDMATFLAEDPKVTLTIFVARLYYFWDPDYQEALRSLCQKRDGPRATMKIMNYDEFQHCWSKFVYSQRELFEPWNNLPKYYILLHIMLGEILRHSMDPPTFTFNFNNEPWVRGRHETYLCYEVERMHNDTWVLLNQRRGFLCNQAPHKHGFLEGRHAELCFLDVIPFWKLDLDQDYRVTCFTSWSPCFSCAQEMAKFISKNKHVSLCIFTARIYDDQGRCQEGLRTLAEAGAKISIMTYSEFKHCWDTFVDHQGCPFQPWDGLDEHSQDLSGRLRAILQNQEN
NR3A LBD binder: modulates the human NR3A ligand-binding domain | NR3A LBD differential scanning fluorimetry, Tm shift; 0% = protein alone, 100% = glycine-bound protein | Tm shift relative to glycine control, % at 25 µM | 340,000 tested, 2.5% active | AID 1259313;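 active = melting temperature shift of at least 10% of the positive control shift, at one fixed dose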
A3A deaminase: human APOBEC3A DNA deaminase inhibition. recombinant A3A, FAM/TAMRA ssDNA deamination fluorescence. inhibition, % at 20 µM. 330,000 tested, 0.41% active. AID 493011;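 active = at least 40% inhibition at 20 µM here, with at most 30% in a related deaminase screen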;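 also: plate controls were A3A with DMSO for no effect and wells lacking A3A enzyme for full effect; some results filed as inactive read as strong as hits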
hIAP inh: blocks human intestinal alkaline phosphatase; AID 2544; P09923; purified IAP, CDP-Star luminescence, 30 min; 330,000 tested, 0.12% active; inhibition, % at 10 µM;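 active = inhibition reaching a set limit with compound at 10 µM in the primary screen, cut at about 35% in these data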;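 also: plate controls were DMSO wells with enzyme for no effect and no-enzyme buffer wells for full effect; values of inactives mirror those of a sister screen read the other way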
Target sequence (P09923 whole entry, looked up): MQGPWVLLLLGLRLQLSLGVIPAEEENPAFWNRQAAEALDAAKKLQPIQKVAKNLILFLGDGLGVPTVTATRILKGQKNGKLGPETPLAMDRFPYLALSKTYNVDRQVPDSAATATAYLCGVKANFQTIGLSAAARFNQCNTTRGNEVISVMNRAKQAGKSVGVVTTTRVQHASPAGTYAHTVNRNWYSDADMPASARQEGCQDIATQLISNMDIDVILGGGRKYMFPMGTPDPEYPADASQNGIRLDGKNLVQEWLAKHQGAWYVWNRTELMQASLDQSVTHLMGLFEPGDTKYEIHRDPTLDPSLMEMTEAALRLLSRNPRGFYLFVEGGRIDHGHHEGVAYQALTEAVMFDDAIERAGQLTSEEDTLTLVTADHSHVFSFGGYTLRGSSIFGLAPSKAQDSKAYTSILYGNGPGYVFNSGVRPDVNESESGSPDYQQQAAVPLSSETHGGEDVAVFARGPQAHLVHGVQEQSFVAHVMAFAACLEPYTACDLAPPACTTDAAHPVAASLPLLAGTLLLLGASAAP
hIAP activ: human IAP activation; purified human IAP, CDP-Star luminescence, 30 min; hits give high values; 1 = vehicle-only enzyme, 0 = enzyme-free background; activation factor at 10 µM; 330,000 tested, 0.16% active; AID 2524;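 active = activation factor of the enzyme at least 2-fold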; also: the source names both 10 and 20 µM as test concentration; values of inactives mirror those of a sister screen read the other way
MIN6 prolif: induces beta-cell replication in MIN6 cells | MIN6 cells proliferation, ATPlite luminescence, 48 h; cells starved in 0.2% serum; 100% = growth in 10% serum | proliferation, % at 10 µM | 330,000 tested, 0.29% active | AID 2380;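 active = compounds whose signal lies at least 3.5 SD above the mean of all wells on their plate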;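 also: 0% = DMSO-treated cells in low-serum medium and 100% = 10% serum control; some compounds called inactive have numbers as strong as hits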
MPTP inh: inhibitors of mitochondrial permeability transition pore; 360,000 tested, 1.4% active; AID 602449; inhibition, % at 10 µM; isolated mouse mitochondria, Ca2+ swelling absorbance, 30 min;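 active = inhibition of 50% or more, scaled per plate between neutral and stimulator controls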;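 also: 0% = DMSO wells given calcium and 100% = 1 mM EGTA wells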
mIAP act: mouse IAP activation; muIAP, CDP-Star luminescence, 30 min; hits give high values; 1 = vehicle-only enzyme signal, 0 = enzyme-free wells; activation factor at 10 µM; 330,000 tested, 0.24% active; AID 2805;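 active = activation factor of at least 2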; also: the source names both 10 and 20 µM as test concentration; values of inactives mirror those of a sister screen read the other way
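System: Mouse IAP enzyme | Also added: CDP-Star substrate | Dosing: Compounds dispensed in DMSO | Schedule: 30 min enzyme-substrate-compound incubation at room temperature | Technique: Chemiluminescence readout | Control set: DMSO-only wells and no-enzyme negative control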
* = called active by the depositor; x = no result given. This is a random part of the collection, and some 5% of all compounds hit somewhere here.

Structure	mIAP block	A3G deaminase	NR3A LBD binder	A3A deaminase	hIAP inh	hIAP activ	MIN6 prolif	MPTP inh	mIAP act
CN(CC(=O)Nc1ccc(Cl)c(Cl)c1)C(=O)CNC(=O)C1CCCCC1	-1	-10	1	-6	5	0.95	-2	0.2	1
CC1CCCCC12NC(=O)N(CC(=O)Nc1ccc(S(=O)(=O)Nc3ncccn3)cc1)C2=O (stereo unspecified)	2	-4	1	5	10	0.9	0	0.3	0.98
Cc1ccc(C2NC(=O)Cc3ccccc32)cc1 (stereo unspecified)	9	-6	-5	-12	-8	1.1	-1	1.1	0.91
CC1CCC2(CC1)NC(=O)N(CC(=O)N1CC(C)CC(C)C1)C2=O (stereo unspecified)	-2	-4	1	7	0	1	-1	-0.9	1
CCc1ccccc1OCC(=O)Nc1ccc(F)c(S(=O)(=O)N2CCOCC2)c1	-6	-3	0	0	5	0.95	3	-1.2	1.1
CSc1ccccc1NC(=O)CSCc1ccccc1Br	8	-2	-1	-2	4	0.96	2	-6.9	0.92
CN(CC(=O)Nc1ccc(OC(F)(F)F)cc1)C(=O)c1ccc(N2CCCC2=O)cc1	-8	-1	0	-1	0	1	1	-0.5	1.1
O=C(COc1cccnc1[N+](=O)[O-])Nc1cccc(S(=O)(=O)N2CCOCC2)c1	4	-17	2	-6	14	0.86	-2	1.2	0.96
CC(C)C(=O)NNC(=O)CSc1ncnc2c1cnn2-c1ccccc1Cl	1	-7	1	-4	-47	1.5	-2	0.8	0.99
CCOC(=O)C1CCCN(c2c(C(=O)c3ccccc3)cnc3ccccc23)C1 (stereo unspecified)	8	-8	-3	4	-1	1	-1	1.3	0.92
CN(C)c1cccc(-c2csc(N3CCC(C(N)=O)CC3)n2)c1	13	-8	1	-6	6	0.94	-3	0.6	0.87
CCSc1nc2c([nH]c3ccccc32)c(=O)n1C	5	4	0	2	14	0.86	-3	2.6	0.95
O=C(CN1c2cccc3cccc(c23)S1(=O)=O)N1CCOCC1	-7	-8	2	-8	-6	1.1	-2	-1.4	1.1
CCCNC(=O)Cn1cnc2sc(C(=O)Nc3cc(OC)c(OC)c(OC)c3)c(C)c2c1=O	-4	-2	2	2	1	0.99	-2	-1.3	1
CCOc1ccccc1NC(=O)c1ccc(CN2CCc3ccccc3C2)cc1	-1	0	6	0	-16	1.2	-5	-0.3	1
CC(C)CN(CC(C)C)S(=O)(=O)c1cc([N+](=O)[O-])ccc1N1CCCCCC1	3	-2	1	0	16	0.84	0	4.8	0.97
CCOC(=O)N1CCN(C(=O)c2ccc3nc(C)sc3c2)CC1	-9	-2	4	1	-7	1.1	0	-2.2	1.1
COc1ccc(N2CCN(C(=O)CCc3ccccc3)CC2)cc1	6	-8	-3	-1	11	0.89	-4	0.5	0.94
COc1ccc(C2C(C(=O)N3CCOCC3)CCC(=O)N2c2ccc(OC)cc2)cc1 (stereo unspecified)	1	1	1	1	-4	1	-1	-3.6	0.99
CC1CCCCC1NS(=O)(=O)CCNC(=O)c1ccc2c(c1)OCO2 (stereo unspecified)	0	-9	0	-2	4	0.96	2	-0.9	0.99
Cc1ccc(-n2c(C)nc3oc4ccccc4c(=O)c3c2=O)cc1	9	20	-3	23	9	0.91	-3	0.8	0.91
O=C(COC(=O)c1ccc(S(=O)(=O)NCc2ccco2)cc1)Nc1ncc(Cl)cc1Cl	7	-3	8	5	10	0.9	0	9.3	0.93
CCN(CC)S(=O)(=O)c1cc(NC(=O)COC(=O)CCC(=O)c2ccc(F)cc2)ccc1C	-11	-5	-5	-3	-15	1.2	-1	8.1	1.1
O=C(c1cccs1)N1CCn2c1nc1ccccc12	-8	-1	-1	1	-11	1.1	-3	1.0	1.1
COc1ccccc1N1CCN(C(=O)c2cc3c(=O)n4ccccc4nc3s2)CC1	6	-10	3	-3	8	0.93	13*	-1.2	0.94
COc1cc(OC)c(-c2nc3cnccc3n2C)cc1OC	-1	-4	2	0	6	0.94	0	-1.1	1
COC(=O)c1ccccc1NC(=S)N(Cc1ccc2c(c1)OCO2)Cc1cc2cc(C)ccc2[nH]c1=O	9	-5	1	-5	-2	1	-4	1.0	0.91
Nc1c(C=C2C=CC(=O)C=C2)c(=O)nc2snc(SCc3ccccc3)n12	9	-6	18*	-5	4	0.96	-2	66*	0.91
CN(C)c1nnnn1-c1ccc(Oc2ccccc2)cc1	-4	0	-2	-1	-36	1.4	-3	0.3	1
COC(=O)C(C)Oc1ccc2c(c1)O/C(=C\c1ccco1)C2=O (stereo unspecified)	2	-4	-4	4	6	0.94	0	1.6	0.98

5 entries already listed, ordered by number of heavy atoms, smallest number first:
Structure	mIAP block	A3G deaminase	NR3A LBD binder	A3A deaminase	hIAP inh	hIAP activ	MIN6 prolif	MPTP inh	mIAP act
CN(C)c1nnnn1-c1ccc(Oc2ccccc2)cc1	-4	0	-2	-1	-36	1.4	-3	0.3	1
COc1cc(OC)c(-c2nc3cnccc3n2C)cc1OC	-1	-4	2	0	6	0.94	0	-1.1	1
Cc1ccc(-n2c(C)nc3oc4ccccc4c(=O)c3c2=O)cc1	9	20	-3	23	9	0.91	-3	0.8	0.91
CC1CCCCC1NS(=O)(=O)CCNC(=O)c1ccc2c(c1)OCO2 (stereo unspecified)	0	-9	0	-2	4	0.96	2	-0.9	0.99
CC(C)CN(CC(C)C)S(=O)(=O)c1cc([N+](=O)[O-])ccc1N1CCCCCC1	3	-2	1	0	16	0.84	0	4.8	0.97

Carrying on.
Structure	mIAP block	A3G deaminase	NR3A LBD binder	A3A deaminase	hIAP inh	hIAP activ	MIN6 prolif	MPTP inh	mIAP act
COc1ccc(CN2C(=O)[C@@H]3C(c4ccc(F)cc4)=NO[C@@H]3C2=O)cc1	0	0	-1	2	2	0.98	1	0.0	1
NC(N)=NC(=O)c1nc(Cl)c(N2CCCCCC2)nc1N	8	-2	2	10	0	1	-6	23	0.92
COc1ccc(-n2cc(-c3ccccc3)c3c(=S)nc[nH]c32)cc1	-3	-3	-5	-7	-26	1.3	-4	-0.7	1
Cc1cc(-c2nn3c(-c4ccccc4)nnc3s2)c2ccccc2n1	3	27	0	11	-4	1	2	-2.3	0.97
CN1CCN(C(=O)C2CC(c3ccc(F)cc3)=NO2)CC1 (stereo unspecified)	-15	-4	-1	-1	-9	1.1	-5	-2.6	1.1
COc1ccccc1N1CCN(S(=O)(=O)c2c(C)[nH]c(=O)[nH]c2=O)CC1	-6	-6	0	-6	1	0.99	1	2.6	1.1
COc1ccc(-c2csc(Nc3ccc(S(N)(=O)=O)cc3)n2)cc1OC	9	-3	2	-1	15	0.85	6	4.7	0.91
Cc1ccc(S(=O)(=O)Nc2ccc3c(c2)nc(CN2CCCC2)n3C)cc1	6	-10	0	-2	-6	1.1	2	4.1	0.94
O=C1C(=O)N(CCN2CCOCC2)C(c2cccc(Cl)c2)/C1=C(/O)c1ccc2c(c1)OCO2 (stereo unspecified)	-10	13	-1	-3	18	0.82	-3	0.3	1.1
O=C(C1CCCCC1)N1CCC(c2nc3ccccc3[nH]2)CC1	-2	-2	0	-1	-4	1	-5	-0.4	1
CCc1nnc(NC(=O)[C@@H](NC(=O)c2cccc(C)c2)C(C)C)s1	-4	-3	-3	6	1	0.99	-1	0.6	1
COc1ccc(-c2cnc(OC(C)(C)C)nc2OC(C)(C)C)cc1OC	8	3	0	4	-2	1	0	-0.3	0.92
CC(C)c1ccc(NS(=O)(=O)c2cn(C)c(=O)n(C)c2=O)cc1	2	-2	-1	4	8	0.92	-2	0.0	0.98
C=CCn1cccc(C(=O)Nc2ccc(F)cc2)c1=O	1	-8	3	-2	6	0.94	-1	0.5	0.99
Fc1ccccc1Cc1noc(CN(Cc2ccccn2)CC2CCCO2)n1 (stereo unspecified)	9	0	0	5	-17	1.2	-1	1.2	0.91
O=C(NCCO)C(F)(F)C(F)(F)C(F)(F)OC(F)(C(=O)NCCO)C(F)(F)F (stereo unspecified)	-2	9	0	4	-16	1.2	-1	-1.6	1
O=C(CCc1ccccn1)N1CCCC(Nc2ccc(F)cc2)C1 (stereo unspecified)	-6	-6	1	-5	-32	1.3	-2	-1.6	1.1
O=C(Nc1cccc(S(=O)(=O)N2CCOCC2)c1)c1cnccn1	-8	4	-2	1	5	0.95	5	0.2	1.1
CCCC(=O)Nc1cc(=O)n(C)c(=O)n1C	-8	1	1	4	-4	1	4	-0.6	1.1
O=C(NCc1ccccc1)N1CCn2c(nc3ccccc32)C1	0	-1	0	2	-6	1.1	3	0.0	1
Cc1nn(C)cc1CNC(=O)C1C2CCC(O2)C1C(=O)O (stereo unspecified)	8	2	x	1	-9	1.1	0	x	0.92
O=C1C=CC(=O)N1c1ccc(Sc2ccc([N+](=O)[O-])cc2)cc1	11	1	x	-1	10	0.9	5	x	0.89
C[n+]1c(/C=C/c2ccc(O)cc2)ccc2ccccc21	28	28	-2	57*	44*	0.56	-3	6.6	0.72
Cc1cc(/C=C(\C#N)C(=O)NC2CC2)c(C)[nH]1	1	-10	2	-1	-5	1	0	-0.6	0.99
COc1cc(OC)c(NC(=O)CCNS(=O)(=O)c2ccc3c(c2)CC(C)N3C(C)=O)cc1Cl (stereo unspecified)	1	-2	3	1	13	0.87	-3	-3.3	0.99
COc1ccc(-c2nnn(CC(=O)N3CCN(c4ccccc4OC)CC3)n2)cc1OC	0	-1	-2	4	-5	1.1	1	-1.1	1
C=CCc1cc(/C=C2/NC(=O)N(CC)C2=O)cc(OCC)c1OCc1ccc(C(=O)O)cc1	2	1	4	6	-21	1.2	0	-1.0	0.98

Source: PubChem BioAssay
